# D1 antag – antagonists of human D1 dopamine receptor; P21728; activity change, negative = inhibition, % at 10 µM; hit rate 3.2% among 360,000; HEK293 TREx D1 cells, calcium flux, dopamine EC80; active compounds read low; AID 504652; in the data active means activity change below about -30%; further: on the % scale 0 is the no-effect control and ±100 the full control effect
#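 Inducible Hek293 Trex D1 cells (tetracycline, overnight, 30 C). Calcium dye 30–90 min RT. Antagonist mode: EC80 dopamine added after 180 s compound read.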
# D1 PAM – enhances dopamine response at the human D1 receptor; potentiation, % at 10 µM; P21728; HEK293 TREx D1 cells, calcium flux, dopamine EC20 potentiation; hit rate 0.036% among 360,000; in the data active means potentiation above about 30%; further: 0% is about no effect
# D2 PAM – positively modulates the human D2 dopamine receptor allosterically. HEK293 T-REx D2, calcium flux, EC20 dopamine potentiation. potentiation, % at 10 µM. hit rate 0.34% among 340,000. AID 485347;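 active means potentiation over 3 SD above the plate norm, cut at about 30% in these data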; further: 0% is about no effect
#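 Cells plated with tetracycline inducer and held overnight at 30 C; calcium dye loaded 30–90 min at room temperature; baseline taken, compound added and read 180 s; EC20 dopamine then added and read 180 s.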
# D1 ag – human D1 receptor agonism. HEK293 T-REx D1 cells, calcium flux, agonist mode. activation, % at 2 µM. hit rate 1% among 360,000; in the data active means activation above about 30%; further: 0% is about no effect
#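 Tetracycline-induced HEK293 TREx D1 cells, force-coupled to calcium signalling, were dye-loaded with a no-wash calcium kit. Compound was pin-added after a 10 s baseline. Fluorescence was read kinetically at 1 cycle/s for 180 s, with calcium rises flagged as agonism.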
# TRHR enhancer – allosteric enhancers of human TRH receptor | P34981 | TRHR cells, fluo-8 calcium fluorescence, EC20 TRH enhancement | enhancement, % at 2 µM | hit rate 0.66% among 360,000 | AID 493056; in the data active means enhancement above about 30%; further: 0% is about no effect
#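 Enhancer read-out: after compound pinning and an initial kinetic agonist-mode read, an EC20 of TRH (10 nM final) was injected and fluo-8 calcium signal (Ex 480/Em 530) followed at 1 s/cycle for 100 cycles in TRHR-expressing cells.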
# TRHR agonist – TRH receptor (human) agonism | TRHR cells, calcium flux fluo-8, FDSS agonist mode | hit rate 0.18% among 360,000 | activation, % at 2 µM | AID 493084; in the data active means activation above about 30%; further: 0% is about no effect
#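 Agonist-mode FDSS calcium read (Ex 480/Em 530, 1 s cycles) in 1536-well TRHR cells with fluo-8 dye, after 10-cycle baseline and 23 nL compound addition; TRH at EC20 (10 nM final) added afterwards for the enhancer phase.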
# RXFP1 ag – activates the human relaxin receptor RXFP1; Q9HBX9; HEK293T-RXFP1 cAMP TR-FRET, 30 min; response scale: percent of porcine relaxin response, buffer zero; Potency, µM (doses to about 57.5 µM), for the others: at the highest dose activation, most hits filed as activators; hit rate 0.3% among 370,000; further: potency means the concentration at half of the fitted maximal effect; on the % scale 0 is the no-effect control and ±100 the full control effect; nearly all actives have a fitted effect of over 60% in size; many of its hits are not listed in these tables
# Target sequence (Q9HBX9 whole entry, looked up): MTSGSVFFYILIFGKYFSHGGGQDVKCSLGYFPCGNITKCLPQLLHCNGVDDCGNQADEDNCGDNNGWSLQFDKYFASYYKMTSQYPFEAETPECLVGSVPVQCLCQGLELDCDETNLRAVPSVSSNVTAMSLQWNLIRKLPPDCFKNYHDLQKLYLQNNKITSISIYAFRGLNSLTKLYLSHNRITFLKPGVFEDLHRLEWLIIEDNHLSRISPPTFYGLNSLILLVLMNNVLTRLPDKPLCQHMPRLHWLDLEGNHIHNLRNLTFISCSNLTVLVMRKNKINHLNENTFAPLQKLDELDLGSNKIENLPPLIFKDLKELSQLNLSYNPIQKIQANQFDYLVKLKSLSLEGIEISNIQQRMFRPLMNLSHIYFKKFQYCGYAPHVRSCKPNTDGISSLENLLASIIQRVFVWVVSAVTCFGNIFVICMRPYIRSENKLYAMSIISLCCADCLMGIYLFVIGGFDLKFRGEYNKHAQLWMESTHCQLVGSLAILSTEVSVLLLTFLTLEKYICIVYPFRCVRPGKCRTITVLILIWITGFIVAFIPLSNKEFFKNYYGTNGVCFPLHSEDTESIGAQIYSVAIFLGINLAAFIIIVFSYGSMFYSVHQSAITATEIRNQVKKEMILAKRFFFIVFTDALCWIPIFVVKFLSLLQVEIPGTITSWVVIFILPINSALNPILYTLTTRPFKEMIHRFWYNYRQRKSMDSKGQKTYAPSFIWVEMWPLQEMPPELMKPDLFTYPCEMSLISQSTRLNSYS
#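 Agonist response is measured as cAMP accumulation in an RXFP1-transfected HEK293T line under PDE4 inhibition. Values are scaled between buffer-only and 29 nM porcine relaxin, and EC50s come from standard Hill equation fits.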
# Anesthetic bind – binds horse apoferritin like a general anesthetic; AID 485281; Potency, µM (doses to about 77.5 µM), for inactives: at the top dose activity change, negative = displacement, most hits filed as inhibitors; hit rate 0.074% among 350,000; apoferritin/1-aminoanthracene competitive binding, fluorescence; P02791; further: potency means the concentration at half of the fitted maximal effect; on the % scale 0 is the no-effect control and ±100 the full control effect; nearly all actives have a fitted effect of over 20% in size
# Target sequence (P02791 2-175 limits assumed): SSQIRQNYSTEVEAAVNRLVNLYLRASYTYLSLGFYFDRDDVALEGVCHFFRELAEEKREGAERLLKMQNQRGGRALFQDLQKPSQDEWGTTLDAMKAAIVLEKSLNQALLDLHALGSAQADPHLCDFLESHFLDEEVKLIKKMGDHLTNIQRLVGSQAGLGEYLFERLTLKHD
#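 Steps: apoferritin (10 uM) was premixed with half-saturated 1-AMA in PBS, compounds were pin-transferred, plates stood 10 min at room temperature, fluorescence was read at 380/535 nm, and curves were fitted with a Hill equation.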
# RXFP1 antag – blocks the human relaxin receptor RXFP1; Q9HBX9; HEK293-RXFP1, relaxin-stimulated cAMP HTRF, 30 min; active compounds read low; activity change, negative = inhibition, % at 57.5 µM; hit rate 0.59% among 350,000;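 active means activity change of -60% or lower, but not beyond a set lower limit; inconclusive means change between -60% and -40%, or beyond the set limit; inactive means change above -40%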; further: on the % scale 0 is the no-effect control and ±100 the full control effect
# The depositor's hits bear a star; ? = inconclusive; · = not tested or not shown; [ ] = another dose, or the depositor's remark. Unless noted, the call rests on the fitted dose curve; in most records, active means well fitted curve in the direction sought with a large enough effect; inconclusive means small, poorly fitted or top-dose-only effect, or another doubt; inactive means no such curve, though single readings can be large; an effect the other way counts as inactive or inconclusive. An excerpt; count on the stated rates, not on these rows.
SMILES,D1 antag,D1 PAM,D2 PAM,D1 ag,TRHR enhancer,TRHR agonist,RXFP1 ag,Anesthetic bind,RXFP1 antag
c1ccc(-c2nn3c(-c4ccccc4)nnc3s2)cc1,4,-4,·,1,3,-1.7,2.1%,-13%,-4
CC(=O)N1CCCc2cc(S(=O)(=O)N3CCCCC3)ccc21,4,-3,12,2,2,0.2,1.4%,-13%,-5
CCc1nnc(NC(=O)C2CCN(S(=O)(=O)c3ccc(C)cc3)CC2)s1,-17,-5,0,-1,5,-1.7,0.2%,-2%,8
Cc1nc2scc(C)n2c(=O)c1S(=O)(=O)Nc1cccc(C(F)(F)F)c1,-24,-2,6,22,5,0.9,0.3%,?,-6
CCCCn1c(CCc2ccccc2)nc2cc3[nH]c(=O)c(C(C)C)nc3cc21,-82*,-17,0,2,-1,-0.2,0.2%,?,·
COc1ccc(Cn2c(-c3ccc(OC)cc3)nc3ccccc32)cc1,21,-2,-8,4,-10,0.3,-3.2%,-6%,3
CCCCN(C)CCNS(=O)(=O)c1ccc2c(c1)n(C)c(=O)c(=O)n2C,-1,-2,-6,1,3,0.2,2.2%,-2%,·
OC(CNC1Cc2ccccc2C1)COc1ccc(F)cc1 (stereo not given),-14,-10,-24,23,-3,0.9,0.8%,2%,5
Cc1ccc(C2C(C#N)=C(N)SC(N)=C2C#N)o1,-12,0,-1,6,6,13,?,-7%,·
Cc1cc(C)n(CC(=O)n2c(C)c(C)c3ccccc32)n1,-15,-3,10,-2,14,0.2,1.2%,1%,-10
COc1cc(OC)c(NS(=O)(=O)c2c(C(=O)N3CCCCCC3)c(C)n(C)c2C)cc1Cl,8,-6,1,2,-2,0.0,24%,-10%,-3
CCOc1ccc(NC(=O)c2cccs2)c([N+](=O)[O-])c1,-16,1,-4,3,-2,1.0,-0.6%,-9%,3
CCOC(=O)c1ccccc1NS(=O)(=O)c1c(-c2ccc(C)cc2)csc1C(=O)OC,-6,-2,-3,10,17,0.8,0.4%,-20%,-17
COC(=O)CSc1nnc(CNC(=O)c2ccccc2F)n1-c1ccc(F)cc1,-10,-3,-1,1,1,-0.4,0.0%,-4%,-3
Oc1ccccc1N1CCN(c2ccc3ccccc3n2)CC1,-18,·,·,16,1,-2.4,-0.4%,-6%,0
COC(=O)c1c(N2C(=O)CC(Sc3ncccc3C(=O)O)C2=O)sc(C)c1C (stereo not given),-2,-2,2,5,4,-0.6,-20%,-2%,2
COc1ccc(C(CNC(=O)c2oc3ccc(Br)cc3c2C)N2CCCCC2)cc1 (stereo not given),20,-1,-14,1,5,-0.3,5.7%,-15%,-27
N#CC1=C(C2CC2)CC(c2ccccc2)C(C#N)=C1N (stereo not given),0,-7,5,4,6,-2.8,3.3%,-14%,-4
O=C(COC(=O)C12CC3CC(CC(O)(C3)C1)C2)Nc1cccc(Br)c1,-2,-4,-11,9,2,1.3,-4.1%,·,-4
N#Cc1cc(C#N)c(N2CCN(c3ccccn3)CC2)nc1N,-11,-8,10,7,1,0.1,?,-8%,9
COc1ccc(C(CNC(=S)NCc2ccccc2)N2CCCC2)cc1 (stereo not given),-9,-2,-18,25,0,1.5,-0.2%,-10%,-9
NC(=O)COC(=O)CNC(=O)c1sc2ccccc2c1Cl,9,-5,1,2,-3,0.4,16%,-9%,2
CCOC(=O)C1CCCN(c2nc3ccccc3nc2C(C#N)C(=O)OCC)C1 (stereo not given),-26,-14,0,10,-1,1.5,0.6%,139%[activator],-2
CC1CN(C(=O)c2cccc(S(=O)(=O)NCc3ccccc3)c2)CC(C)O1 (stereo not given),-8,0,16,3,-5,-0.5,0.4%,·,0
CCC(=O)NCc1nc2ccccc2n1Cc1ccccc1,-5,3,5,2,3,0.4,-0.7%,-8%,-4
C=CCn1c2ccccc2c2nn(C)c(=S)nc21,3,0,7,1,0,-0.9,?,0%,-5
CCn1ccnc1C(O)c1ccccc1OC (stereo not given),-1,1,2,1,3,0.1,-0.5%,8%,-11
COCc1ccc(-c2c(-c3ccccc3OC)sc3cc4c(cc23)OCO4)cc1,·,6,8,1,-5,-0.3,1.4%,·,·
COc1cc2c(cc1OC)C(c1ccc(SC)cc1)CC(=O)N2 (stereo not given),6,1,10,2,1,1.3,2.8%,-7%,1
CN1CCN(CCCNCc2cn(CCC#N)c3ccccc23)CC1,-2,2,16,0,5,-0.7,0.3%,-6%,13
O=C(COc1ccccc1[N+](=O)[O-])Nc1ccc2c(c1)CCC2,14,-10,15,3,3,0.6,2.5%,·,-8
Cc1nc(N2CCOCC2)sc1C=O,7,-9,-9,1,6,1.5,3.3%,-3%,0
CCOc1ncccc1C(=O)Nc1ccccc1C(=O)NCc1ccc2c(c1)OCO2,16,-3,9,2,9,0.8,5.4%,-10%,19
COc1ccccc1CCNC(=O)C(=O)NCC1OCCN1S(=O)(=O)c1ccc([N+](=O)[O-])cc1 (stereo not given),16,-8,-13,3,-4,-0.8,2.2%,?,0
COc1ccc(-n2nnc3c(=O)n(Cc4cc(C)ccc4C)cnc32)cc1,11,-3,8,17,8,1.7,0.4%,-22%,-4
Nn1c(-c2ccccc2)cc(-c2ccccc2)cc1=O,-5,4,7,3,6,-0.6,-0.9%,·,·
CCOc1ccccc1Oc1c(C)oc2cc(OC(=O)N3CCOCC3)ccc2c1=O,1,3,·,4,5,0.0,1.9%,-8%,·
O=C(CNC(=O)c1ccncc1)N/N=C/c1ccc(O)cc1O,-3,-1,12,2,-2,0.9,0.4%,-14%,1
CCOc1ccc(NC(=O)/C=C\C(=O)N(c2ccc(C(C)C)cc2)C(C(=O)NCc2ccco2)c2ccc(F)cc2)cc1 (stereo not given),16,-3,-8,-2,2,0.1,3.2%,-14%,-6
Cc1ccc2c(c1)C(=O)OC(C(=O)Nc1ncc(Cc3ccccc3Cl)s1)C2 (stereo not given),-4,-4,-1,-1,3,0.6,1.8%,-3%,·
O=C1/C(=C/c2ccccc2)N=C(N2CCOCC2)N1c1cccc(Cl)c1,5,7,8,10,0,0.2,0.5%,-17%,?
CC(C)(C)OC(=O)N/N=C/c1c[nH]c2ccccc12,4,-8,-26,5,-2,0.2,-1.4%,-9%,-2
COc1ccc(NC(=O)c2cc3c(-c4ccccc4F)nn(C)c3s2)c(OC)c1,11,1,-1,1,0,-0.5,3.1%,-2%,-9
O=C(NCCc1cccs1)C1CC(c2ccccc2F)=NO1 (stereo not given),-2,-4,12,1,-3,-0.3,1.4%,-8%,·
O=C1CCCC(O)=C1C1C2=C(CCCC2=O)Oc2ccccc21 (stereo not given),-8,-6,0,5,6,1.0,-0.4%,-10%,-9
Cc1nn(C)c(=O)n1-c1ccc(Oc2ccccc2)cc1,17,-3,10,2,-1,-0.1,0.4%,-2%,0
O=C(C1COc2ccccc2O1)N1CCn2c(nc3ccccc32)C1 (stereo not given),-23,-3,·,0,5,0.1,-0.7%,-11%,·
Cc1ccc(NS(=O)(=O)c2cccs2)c(C)c1,-13,-5,0,3,-1,-0.3,0.3%,-19%,-2
CCCN(C(=O)CSc1nnnn1C)C1CCS(=O)(=O)C1 (stereo not given),-24,3,-2,2,15,0.1,1.9%,-6%,-5
Nc1ccc(C(=O)OCC(=O)N2CCOCC2)cc1[N+](=O)[O-],-1,-1,-2,2,1,0.7,-1.8%,-15%,-9
Cc1ccccc1SC1CCN(C(=O)C2CCC(=O)N(C3CC3)C2)CC1 (stereo not given),-10,2,1,10,-2,0.1,-3.5%,-7%,-3
Cc1ccccc1S(=O)(=O)NCc1ccc(N2CCN(C)CC2)cc1,1,-1,-11,5,2,0.1,-2.8%,-7%,-2
O=C(c1ccc(-c2cccc(C(F)(F)F)c2)o1)N1CCCCCCC1,-40*,1,6,0,2,-0.7,1.0%,·,?
COc1ccc(-c2ccnc(SCC(=O)N3CCOCC3)n2)cc1,13,-3,4,-1,1,-0.2,-0.9%,-7%,14
COc1ccc(/C=N\NC(=O)COc2ccc(C(C)(C)C)cc2)cc1Cn1nc(C)cc1C,-26,-7,-5,5,-2,-0.4,0.5%,?,-4
Cn1c(=O)cc(OCCCC(=O)NCc2ccco2)c2ccccc21,2,2,9,1,3,0.7,0.3%,0%,-12

# An excerpt of these results, as tab-separated lines:
smiles	D1 antag	D1 PAM	D2 PAM	D1 ag	TRHR enhancer	TRHR agonist	RXFP1 ag	Anesthetic bind	RXFP1 antag
CC(C)(C)OC(=O)N/N=C/c1c[nH]c2ccccc12	4	-8	-26	5	-2	0.2	-1.4%	-9%	-2
COc1ccc(NC(=O)c2cc3c(-c4ccccc4F)nn(C)c3s2)c(OC)c1	11	1	-1	1	0	-0.5	3.1%	-2%	-9
O=C(NCCc1cccs1)C1CC(c2ccccc2F)=NO1 (stereo not given)	-2	-4	12	1	-3	-0.3	1.4%	-8%	·
O=C1CCCC(O)=C1C1C2=C(CCCC2=O)Oc2ccccc21 (stereo not given)	-8	-6	0	5	6	1.0	-0.4%	-10%	-9
Cc1nn(C)c(=O)n1-c1ccc(Oc2ccccc2)cc1	17	-3	10	2	-1	-0.1	0.4%	-2%	0
O=C(C1COc2ccccc2O1)N1CCn2c(nc3ccccc32)C1 (stereo not given)	-23	-3	·	0	5	0.1	-0.7%	-11%	·
Cc1ccc(NS(=O)(=O)c2cccs2)c(C)c1	-13	-5	0	3	-1	-0.3	0.3%	-19%	-2
CCCN(C(=O)CSc1nnnn1C)C1CCS(=O)(=O)C1 (stereo not given)	-24	3	-2	2	15	0.1	1.9%	-6%	-5
Nc1ccc(C(=O)OCC(=O)N2CCOCC2)cc1[N+](=O)[O-]	-1	-1	-2	2	1	0.7	-1.8%	-15%	-9
Cc1ccccc1SC1CCN(C(=O)C2CCC(=O)N(C3CC3)C2)CC1 (stereo not given)	-10	2	1	10	-2	0.1	-3.5%	-7%	-3
Cc1ccccc1S(=O)(=O)NCc1ccc(N2CCN(C)CC2)cc1	1	-1	-11	5	2	0.1	-2.8%	-7%	-2
O=C(c1ccc(-c2cccc(C(F)(F)F)c2)o1)N1CCCCCCC1	-40*	1	6	0	2	-0.7	1.0%	·	?

# Bioassay records: PubChem BioAssay, National Center for Advancing Translational Sciences (NCATS)
